RNase H inhibition: RNase H inhibition, HIV 1 Gag Pol polyprotein, FRET biochemical assay, screening (AID 372). HIV-1 RT RNase H, FRET RNA/DNA substrate fluorescence; higher % means a stronger effect. one-dose inhibition, % at 10 µM; IC50 in µM for titrated hits. 100,000 compounds, 0.77% hits; in the data active = inhibition above about 50%
Numbers without * were called inactive.

SMILES | RNase H inhibition
Cc1cc(=O)oc2cc(OCc3cc4c(cc3Cl)OCO4)ccc12 | 6%
COc1ccccc1CNC(=O)c1ccc(I)cc1 | 6%
Cc1nc2ccc(NC(=S)N3CCCC3)cc2nc1C | 2%
CCOc1cc(OCC)cc(C(=O)Nc2ccc(Cc3ccncc3)cc2)c1 | 7%
O=C1CCC(C(=O)NCc2ccc(Cl)cc2)N1 (configuration not stated) | 9%
Cc1cccc(N2CCN(C(=O)c3ccco3)CC2)c1C | 18%
CC1=C(C(=O)OC2CCCC2)C(c2ccc(OCc3ccccc3)cc2)C2=C(CC(c3ccccc3)CC2=O)N1 (configuration not stated) | 14%
Cc1ccccc1NC(=O)c1c(NC(=O)c2ccccc2Cl)sc2c1CCC2 | 11%
O=C1CCCC2=C1C(c1cccs1)Nc1ccc(C(=O)c3ccccc3)cc1N2 (configuration not stated) | 12%
CC(=O)c1cccc(NC(=O)COc2ccc(C)cc2C)c1 | 2%
COc1ccc(C(=O)C2C(=O)c3ccccc3C2=Nc2ccccc2)cc1 (configuration not stated) | 4%
C=CCOc1ccccc1/C=C1\N=C(c2ccc([N+](=O)[O-])cc2Cl)OC1=O | 22%
O=C(CCc1ccccc1)Nc1ccc(Cl)c([N+](=O)[O-])c1 | 10%
COc1ccc(NC(=O)/C(C#N)=C\c2ccc(-c3ccc(Cl)c(Cl)c3)o2)cc1 | 2%
Cc1ccc(Br)cc1S(=O)(=O)n1nnc2ccccc21 | 2%
COc1ccc(N2CC(C(=O)N/N=C/c3cccs3)CC2=O)cc1 (configuration not stated) | 4%
O=C(NC1CCCC1)c1cc2ccccc2oc1=O | 0%
CCN(CC)c1ccc(/C=C2/C(=O)NN(c3ccc(I)cc3)C2=O)c(OC)c1 | 17%
COc1cc(C)c(N(C(C)=O)c2ccccc2)c(C)c1 | 17%
O=C(Sc1nnc(-c2cccc(Br)c2)o1)c1ccc([N+](=O)[O-])cc1 | 17%
CCOC(=O)C1CCCCN1Cc1c(F)cccc1Cl (configuration not stated) | 9%
c1cncc(-c2noc(COc3ccc4ccccc4c3)n2)c1 | 15%
CCOC(=O)C1=C(C)N(c2ccc(C)c(C)c2)C(=O)/C1=C\c1ccc(OC)cc1OC | 19%
O=S(=O)(Nc1ccc(Cl)cc1Cl)c1cc(Cl)ccc1Cl | 21%
COc1ccccc1OCC(=O)Nc1ccc2c(c1)OCCO2 | 0%
COc1ccc(CNc2ccc3cn[nH]c3c2)cc1Br | 25%
C=CCNC(=O)C(=O)NCc1ccc(Cl)cc1Cl | 4%
COc1ccc(NC(=O)c2ccc(C)c3ccccc23)cc1 | 6%
CCCOc1ccccc1C1CC(=O)Nc2c1ccc1ccccc21 (configuration not stated) | 32%
COc1cc(C(=O)Nc2cccc(-c3nc4cc(C)ccc4o3)c2)cc(OC)c1OC | 8%

Quoted from the results shown (17 entries):
SMILES | RNase H inhibition
COc1ccc(NC(=O)/C(C#N)=C\c2ccc(-c3ccc(Cl)c(Cl)c3)o2)cc1 | 2%
Cc1ccc(Br)cc1S(=O)(=O)n1nnc2ccccc21 | 2%
COc1ccc(N2CC(C(=O)N/N=C/c3cccs3)CC2=O)cc1 (configuration not stated) | 4%
O=C(NC1CCCC1)c1cc2ccccc2oc1=O | 0%
CCN(CC)c1ccc(/C=C2/C(=O)NN(c3ccc(I)cc3)C2=O)c(OC)c1 | 17%
COc1cc(C)c(N(C(C)=O)c2ccccc2)c(C)c1 | 17%
O=C(Sc1nnc(-c2cccc(Br)c2)o1)c1ccc([N+](=O)[O-])cc1 | 17%
CCOC(=O)C1CCCCN1Cc1c(F)cccc1Cl (configuration not stated) | 9%
c1cncc(-c2noc(COc3ccc4ccccc4c3)n2)c1 | 15%
CCOC(=O)C1=C(C)N(c2ccc(C)c(C)c2)C(=O)/C1=C\c1ccc(OC)cc1OC | 19%
O=S(=O)(Nc1ccc(Cl)cc1Cl)c1cc(Cl)ccc1Cl | 21%
COc1ccccc1OCC(=O)Nc1ccc2c(c1)OCCO2 | 0%
COc1ccc(CNc2ccc3cn[nH]c3c2)cc1Br | 25%
C=CCNC(=O)C(=O)NCc1ccc(Cl)cc1Cl | 4%
COc1ccc(NC(=O)c2ccc(C)c3ccccc23)cc1 | 6%
CCCOc1ccccc1C1CC(=O)Nc2c1ccc1ccccc21 (configuration not stated) | 32%
COc1cc(C(=O)Nc2cccc(-c3nc4cc(C)ccc4o3)c2)cc(OC)c1OC | 8%

(continued)
SMILES | RNase H inhibition
O=C(Nc1ccc(Br)cc1F)c1sc2ccccc2c1Cl | 13%
CCOC(=O)c1ccccc1N/C=C/C(=O)c1ccc(OC)cc1 | 12%
NS(=O)(=O)c1ccc(CNC2CC(=O)N(c3ccccc3)C2=O)cc1 (configuration not stated) | 0%
Cc1cc(N2C(=O)c3cc(Cl)c(Cl)cc3C2=O)no1 | 0%
C#CCOc1c(Cl)cc(/C=C2/C(=O)NC(=O)N(c3ccccc3F)C2=O)cc1OC | 16%
CCOc1cc(/C=N/n2nnnc2N)ccc1OCc1c(C)no[n+]1[O-] | 15%
O=C(NC1C2CC3CC(C2)CC1C3)c1ccccc1Br (configuration not stated) | 10%
COc1ccc(NC(=O)C2CC2(c2ccc(C)cc2)c2ccc(C)cc2)cc1 (configuration not stated) | 17%
CC(C)c1nnc(NC(=O)c2ccc(Cl)cc2)s1 | 0%
COc1ccc(NC(=O)c2ccncc2)c(OC)c1 | 4%
Cc1ccc(S(=O)(=O)N2CCCC2)cc1 | 1%
COc1ccc(/C=N\NC(=O)c2c(C)nc3cc(C)ccn23)c(OC)c1 | 3%
CCCCOc1ccc(NC(=O)/C=C/c2ccc(OC)c(OC)c2)cc1 | 3%
CCOC(=O)Cc1nnc(Nc2ccc(C)cc2)c2ccccc12 | 10%
COc1ccc(CC(=O)N=Nc2c(O)n(CN3CCCC3)c3ccccc23)cc1 | 17%
O=C(Cc1ccc(Cl)cc1)Nc1cc([N+](=O)[O-])ccc1F | 1%
Cc1ccccc1S(=O)(=O)NC(=O)C(C)O (configuration not stated) | 8%
N/C(=N\OC(=O)/C=C/c1ccccc1)c1cccnc1 | 15%
CC1CN(c2ccc([N+](=O)[O-])cc2)CCN1S(=O)(=O)c1ccc(Cl)cc1 (configuration not stated) | 18%
NS(=O)(=O)c1cccc(-c2ccc(C=O)o2)c1 | 1%
C/C(=N\OCc1nc2c3c4c(sc3ncn2n1)CCCC4)c1ccc(Br)cc1 | 7%
COc1cccc(OCCCOc2ccccc2C(C)C)c1 | 41%
O=C(O)CSc1nnc(-c2ccncc2)n1-c1ccccc1 | 35%
O=C(COc1ccccc1Br)N/N=C/c1c[nH]c2ccccc12 | 14%
COC(=O)C1=C(C)OC(N)=C(C#N)C1c1ccccc1Cl (configuration not stated) | 11%
O=C(Nc1ccc[n+](CC(=O)c2cc3ccccc3oc2=O)c1)c1ccccc1 | 6%
COc1ccccc1N1C(=O)CC(SC(=NCCc2ccccc2)Nc2ccccc2)C1=O (configuration not stated) | 16%
CCOC(=O)c1c(NC(=O)CNCc2ccccc2)sc2c1CCN(C(=O)OCC)C2 | 43%
COc1ccccc1/C=N/NC(=O)CCc1c(C)n[nH]c1C | 11%
COc1cc(/C=C2\SC(=S)N(C(CCC(=O)O)C(=O)O)C2=O)ccc1O (configuration not stated) | 16%
Brc1ccc(C2=NCCO2)cc1 | 7%
O=C1NC(c2ccccc2Cl)/C(=C(\O)c2ccc(Br)cc2)C1=O (configuration not stated) | 1%
CC(C)(C)c1ccc(C(=O)Nc2ccc(-c3ccc(NC(=O)c4ccc(C(C)(C)C)cc4)c(Cl)c3)cc2Cl)cc1 | 2%
O=C1NC(=S)S/C1=C\c1ccc(OCc2cccc3ccccc23)cc1 | 39%
COC(=O)COc1cc(Br)c(C=O)cc1OC | 13%
CCOC(=O)C1CCCN(Cc2ccc(OC)c3ccccc23)C1 (configuration not stated) | 6%
CC(C)(C)OC(=O)NCCC(=O)Oc1ccc2c(c1)oc(=O)c1ccccc12 | 8%
CSc1nnc2c(n1)OC(c1c(C)[nH]n(-c3ccccc3)c1=O)Nc1ccc(Br)cc1-2 (configuration not stated) | 3%
O=C(Cc1ccccc1)N1N=C(c2cccnc2)CC1(O)C(F)(F)F (configuration not stated) | 15%
O=C(Nc1ccccc1C(=O)NC(Cc1ccccc1)C(=O)N1CCCC1)c1ccccc1 (configuration not stated) | 8%
CSC1=N/C(=C\c2ccc(OCC(=O)O)cc2)C(=O)S1 | 36%
C=C1CSc2nc(=O)c3c4c(sc3n21)CCC4 | 0%
CCCCC1CCC(c2nc(-c3cccnc3)no2)CC1 (configuration not stated) | 1%
Cc1ccc2oc(C(=O)Nc3ccc(N4CCOCC4)c(Cl)c3)c(C)c2c1 | 0%
Cc1ccc(CNC(=O)c2ccc(Cl)c([N+](=O)[O-])c2)cc1 | 10%
Cc1ccc(/C=N/NC(=O)CSc2ccccn2)cc1 | 6%
O=C(CCc1ccccc1)N/N=C/C1CC=CCC1 (configuration not stated) | 5%
C=CCN1C(=O)c2ccccc2C1(O)c1ccc(Cl)cc1 (configuration not stated) | 4%
Cc1ccc(C(=O)Nc2c(Cl)cccc2Cl)cc1[N+](=O)[O-] | 1%
O=C(Nc1nc(-c2ccccc2)c(-c2ccccc2)s1)C(c1ccccc1)c1ccccc1 | 0%
COc1cc(/C=N/Nc2nc(N3CCOCC3)nc(N3CCOCC3)n2)cc(Cl)c1O | 20%
Cc1ccccc1CC1S/C(=N\N=C\c2ccc(N(C)C)cc2)NC1=O (configuration not stated) | 2%
CC(=O)c1c(C(C)=O)c(C)n(-c2ccc(C)cc2)c1C | 5%
O=C1S/C(=C/c2ccc(O)c([N+](=O)[O-])c2)C(=O)N1c1ccccc1 | 11%
C/C(CC(=O)Nc1cccc(C)n1)=N\NC(=O)c1ccco1 | 2%
CCn1c2ccccc2c2nnc(SC)nc21 | 0%
Cc1ccc(Cc2cnc(NC(=O)Cc3ccccc3)s2)cc1 | 13%
CCc1ccc(-c2c(O)c3ccccc3c3nc4ccccc4nc23)cc1 | 12%
CN1CCN(C(=S)Nc2ccccc2F)CC1 | 0%
NC1=NC(=O)/C(=C\c2cc(Br)ccc2OCc2ccccc2F)S1 | 31%

Later entries.
SMILES | RNase H inhibition
CCOc1ccc(S(=O)(=O)Nc2ccc3oc4c(c3c2)CC(C(C)(C)C)CC4)cc1 (configuration not stated) | 3%
N#CC1=C(SCC(N)=O)NC(=O)CC1c1ccc(Cl)cc1Cl (configuration not stated) | 17%
COc1cccc(/C=C2/C(=O)NC(=O)N(C)C2=O)c1O | 0%
O=C(N/N=C/c1ccncc1)c1ccccc1Cl | 3%
CCOC(=O)NC(NCc1ccco1)(C(F)(F)F)C(F)(F)F | 15%
O=C(Nc1ccccc1)c1ccccc1NC(=O)C(c1ccccc1)c1ccccc1 | 0%
O=C(CSc1ccccn1)c1ccc(-c2ccccc2)cc1 | 1%
O=C(Nc1ccc(C(=O)N2CCOCC2)cc1)Nc1cccc2ccccc12 | 0%
C=CCN1C(=O)/C(=C/c2ccccc2OCCOc2ccccc2Cl)SC1=S | 19%
O=S(=O)(c1ccc2ccccc2c1)n1nnc2ccccc21 | 9%
C=CCc1ccc(OCCOCCOc2cc(C=O)ccc2OC)c(OC)c1 | 19%
COc1ccc(-c2ccc(C3NC(=O)c4c(sc5c4CCN(C)C5)N3)o2)cc1Cl (configuration not stated) | 12%
NC(=O)c1cccc2c1-c1ccccc1C2 | 10%
Cc1ccc2oc(-c3cccc(NC(=O)COc4ccc(Cl)cc4)c3C)nc2c1 | 0%
COc1cccc(C(c2c(C)[nH]n(-c3ccccc3)c2=O)c2c(C)[nH]n(-c3ccccc3)c2=O)c1O | 22%

For reference, some entries already given.
SMILES | RNase H inhibition
Cc1ccc2oc(-c3cccc(NC(=O)COc4ccc(Cl)cc4)c3C)nc2c1 | 0%
COc1cccc(C(c2c(C)[nH]n(-c3ccccc3)c2=O)c2c(C)[nH]n(-c3ccccc3)c2=O)c1O | 22%

Next results.
SMILES | RNase H inhibition
COc1ccc(NC(=O)CSc2nc(N)c(C(=O)Nc3ccc(N(C)C)cc3)s2)cc1 | 25%
Cc1ccc(-c2nc3cc(NC(=O)c4cccc(Cl)c4Cl)ccc3o2)cc1 | 7%
O=C(NCCc1ccc(F)cc1)C(=O)Nc1cccc(Cl)c1 | 11%
Cc1ccc(-c2cc(=O)oc(-c3ccc(Br)cc3)n2)cc1[N+](=O)[O-] | 3%
O=C(CCN1C(=O)/C(=C/c2cccs2)SC1=S)Nc1ccc(F)cc1 | 23%
CCOC(=O)c1sc(NC(=O)c2ccc(Cl)cc2Cl)nc1C | 11%
C/C(=N\NC(=O)CCc1ccccc1)c1ccc(Cl)cc1Cl | 10%
CC1(C)CC(n2c(SCC(=O)c3ccccc3)nc3c(c2=O)C2(CCCCC2)Cc2ccccc2-3)CCO1 (configuration not stated) | 9%
Cc1cccc(C)c1OCCCCCCN1CCCCC1 | 10%
O=C1C(Cl)=C(c2ccc(Cl)cc2)C(=O)N1c1ccc(Cl)cc1 | 10%
Cc1ccc(-c2nc3ccccc3o2)cc1NC(=S)NC(=O)c1ccc(Cl)cc1 | 35%
CN(CCO)CCOCCOc1ccccc1F | 9%
Cc1ccccc1OCC(=O)Nc1ccc2c(c1)Cc1ccccc1-2 | 4%
Cc1cc(C)c2c(N)c(C(=O)c3ccc([N+](=O)[O-])cc3)sc2n1 | 9%
COc1ccc(C(=O)N2CCN(c3ccc([N+](=O)[O-])cc3Cl)CC2)cc1OC | 11%
COc1ccc(OC)c(Nc2nnc(-c3cc4ccccc4oc3=O)s2)c1 | 5%
CN(CCO)S(=O)(=O)c1ccc(N)cc1 | 0%
CCOC(=O)C1=C(C)N=c2s/c(=C\c3ccc(-c4cc([N+](=O)[O-])ccc4C)o3)c(=O)n2C1c1ccc(N(C)C)cc1 (configuration not stated) | 18%
COc1ccccc1CC1CC(=O)N(c2ccc(Cl)c(Cl)c2)C1=O (configuration not stated) | 7%
Clc1cccc(-c2nc3ccccc3[nH]2)c1 | 0%
COc1ccc(C(=O)c2ccc(Br)cc2)cc1 | 10%
O=S(=O)(Nc1ccc(Oc2ccccc2)cc1)c1ccc(F)cc1 | 15%
CCn1c(C)c(C(C)=O)c(N2CCCC2)nc1=S | 7%
Cc1ccc(S(=O)(=O)/N=C(\Nc2nc(C)cc(C)n2)Nc2ccccc2C)cc1 | 11%
CCOC(=O)c1cnn(CCOc2ccccc2)c1N | 6%
Cc1cc(=O)oc2cc(OCc3ccccc3)c(O)cc12 | 26%
COc1cc(S(=O)(=O)n2ccnc2C)c(OC)cc1Cl | 10%
COc1ccc(C2c3cc(OC)c(OC)cc3CC(=O)N2c2ccccc2C)cc1 (configuration not stated) | 8%

High-throughput results: PubChem BioAssay, MTDP

An excerpt; count on the stated rates, not on these rows.
